PriA SSB inh = blocks PriA binding to SSB C-terminal tail; AlphaScreen SSBct-PriA binding, biotinylated peptide; inhibition, % at 33 µM; 430,000 compounds, 0.6% hits; AID 1272365; in the data active = inhibition mostly above about 37%, no sharp cut-off; inactive = mostly below about 20%;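 also: plate controls were negative control peptide for no effect and reference peptide for full effect; strong numbers were not always called active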
Starred values were filed as active, the others as inactive; i = inactive; & = joins results of further samples.

SMILES	PriA SSB inh
CSc1ccc([C@@H](O)CNC(=O)Cc2cccs2)cc1	-8
O=C(NN=Cc1sc(N2CCCCC2)nc1-c1cccs1)c1cccnc1	-14
O=C(NN=Cc1ccccc1F)c1cccc(NC(=O)c2ccccc2Cl)c1	0
CSc1ccccc1C(=O)NCCn1nc(-c2ccsc2)cc1C1CC1	5
CC(O)(CNC(=O)c1cc(-c2ccccc2)on1)c1cccs1 (stereo not given)	1
CC(C)(C)c1ccc(NC(=O)N2CC(N3C(=O)CCC3=O)C2)cc1	-27
Cc1cccc(Nc2ccc(NCCNC(=O)c3cccs3)nn2)n1	-8
CCC(C=NNC(=O)c1ccccc1F)CC	-8
CCN(CC)c1ccc(C=NNC(=O)c2cccc(S(=O)(=O)N3CCOCC3)c2)c(O)c1	-12
COC(=O)c1sc2ccccc2c1NC(=O)CCCS(=O)(=O)Cc1ccccc1	2
O=C(NCc1ccc(Cl)cc1)N1CCC(c2cccs2)CC1	-16
Cn1cccc1C(O)CCNC(=O)C1CC=CCC1 (stereo not given)	-12
COc1ccc(S(=O)(=O)NCc2ccccn2)c2ccccc12	-19
Cc1c(/C=C/C(=O)c2ccc[nH]2)cnn1C	-1
COc1cc(CSCc2csc(NC(=O)c3cccs3)n2)cc(OC)c1	15
Cc1ccc(OC[C@@H](O)Cn2cnc3ccccc32)c(C)c1	14
Cn1nc(CN(C(=O)c2c(F)cccc2Cl)C2CCCC2)cc1C1CC1	-13
O=C(NC[C@@H](c1ccsc1)N1CCc2ccccc2C1)c1ccc2ccccc2c1	0
COC(=O)NN=Cc1cc(Cl)cc(Cl)c1OCc1ccccc1	-5
O=C(CN1C(=O)CCC1=O)N1CCc2nc3ccccn3c(=O)c2C1	-10
COc1cc(OC)c(OC)cc1C=Nn1c(COc2ccccc2)n[nH]c1=S	10
CCCn1nc(C(=O)N2c3ccccc3CC2C)ccc1=O (stereo not given)	-18
CS(=O)(=O)N1CCc2nc(NC(=O)c3ccc(OC(F)(F)F)cc3)sc2C1	-7
COc1ccc(/C(C)=N/NC(=O)c2cc(C(C)C)[nH]n2)cc1OC	0
C=CCn1c(=NC(=O)CCS(=O)(=O)c2ccccc2)sc2c(OC)ccc(OC)c21	0
CCCC(O)=C1C(=O)CC(c2ccccc2)CC1=NCCc1c(C)[nH]c2ccccc12 (stereo not given)	-4
CSc1ccc(CNC(=O)c2ccc(CS(=O)(=O)Cc3ccccc3F)o2)cc1	2
O=C(NN=Cc1cccs1)c1cncc(Br)c1	0
COc1ccc(C(=O)NC2CCN(c3cc(C)[nH]n3)CC2)cc1F	5
O=C(CCCC(=O)N1CCC(N2CCC[C@@H]2COCc2ccccc2)CC1)c1ccccc1	-1
CCOC(=O)N1CCN(C(=O)Cn2cnc(-c3ccc(F)cc3)cc2=O)CC1	-2
Cn1c(=O)c2c(=S)cc[nH]c2n(C)c1=O	-13
O=C(CSc1nnc(NC(=O)COc2ccccc2)s1)NCc1ccccc1	-4
COC(=O)Cn1cc(C=NNC(=O)COc2cccc3cccnc23)c2ccccc21	0
COc1cccc(N2CC(NC(=O)Nc3ccc(S(=O)(=O)NC(C)=O)cc3)CC2=O)c1 (stereo not given)	-24
O=C(Cc1ccc(F)cc1)NC[C@@H](c1ccsc1)N1CCOCC1	-8
COC(=O)c1c(NC(=O)c2cc(C)on2)sc2c1CCCC2	-9
Cc1cc(C)c(NC(=O)CSc2ncc(-c3cccc(Cl)c3)o2)c(C)c1	-9
Cc1ccccc1C(=O)Nc1sc2c(c1-c1nc3ccccc3s1)CCCC2	-11
O=C(NCc1ccc(F)cc1)NCC1(O)CCCC1	-9
O=[N+]([O-])c1ccc(C=NN2CCN(c3ccncc3S(=O)(=O)N3CCCCC3)CC2)cc1	-17
COc1ccc(-c2cnc(SCC(=O)Nc3ccc(C(C)=O)cc3)[nH]2)cc1	-10
O=C(c1cc(Cl)ccc1Cl)N1CCN(Cc2nc(-c3ccco3)cs2)CC1	23
CC(=NNC(=O)C1(C)CC1(Br)Br)c1cccc(NC(=O)c2ccc(C)o2)c1 (stereo not given)	14
O=C(NCCn1ccc(-c2cccs2)n1)[C@H]1CC(=O)N(c2ccc(F)cc2)C1	-10
Cc1c(Cl)cccc1N1CCN(S(=O)(=O)N(C)C)CC1	-29
COc1ccc(OC)c2sc(NC(=O)c3ccc(S(C)(=O)=O)cc3)nc12	-6
O=C(Nc1ccc(F)cc1)N1CCN(c2cc(C(F)(F)F)ncn2)CC1	6
CN(C)C=NC(=S)Nc1cc(Cl)cc(Cl)c1	0
CCOc1ccc(N(C(C)C(=O)NN=C(C)c2cccc(NC(=O)c3ccccc3)c2)S(C)(=O)=O)cc1 (stereo not given)	7
COCCN(CCOC)C(=O)Cc1csc2nc(-c3ccc(Cl)cc3)cn12	-6
O=C(O)CCCN(c1ccccc1C(=O)O)S(=O)(=O)/C=C/c1ccccc1	-12
CCSc1ccccc1C(=O)NCC1CCN(Cc2cc(C)oc2C)CC1	-14
COC(=O)c1ccc(NC(=O)Cc2cc(-c3ccc(C)cc3)on2)cc1	4
CNC(=S)NCc1ccc2c(c1)cc(C)n2C	43
CC1CN(S(=O)(=O)c2ccc(C(=O)Nc3ccc4c(c3)C(=O)N(C)C4=O)cc2)CC(C)O1 (stereo not given)	4
CCN1CCCc2cc(CCNC(=O)C(=O)NCC(C)C)ccc21	38
Cc1ccc(C)c2sc(NC(=O)c3ccccc3Br)nc12	16
COC(=O)N1CCC(CNC(=O)NCc2cccs2)CC1	-7
CCOC(=O)N1CCc2c(sc(NC(=O)/C=C/c3ccc([N+](=O)[O-])s3)c2C#N)C1	-2

(list continues)
SMILES	PriA SSB inh
O=C(CC1CCCCN1S(=O)(=O)c1ccc(F)cc1)Nc1ccc(F)c(Cl)c1 (stereo not given)	8
c1ccc2[nH]c(SCc3cn4ccsc4n3)nc2c1	4
CC(C)(C)SC1CCN(C(=O)c2ccsc2)C1 (stereo not given)	-39
CN1CCOc2ccc(NC(=O)c3ccccc3F)cc2C1=O	-4
O=C(NCCNS(=O)(=O)c1ccc(F)cc1)c1ccc(NC(=O)C2CCCC2)cc1	-9&-6
Nc1ncnc2c1ncn2C=C=CCO	i
CCc1nc(-c2ccc(N3CCN(C(=O)C4(c5cccs5)CCCC4)CC3)nc2)no1	9
CCOC(=O)c1c(N=CC2=C(O)CC(C)(C)CC2=O)sc2c1CCCC2	1
O=C(CSc1ccc(F)cc1)Nc1nnc(Cc2cccs2)o1	5
Cn1cccc1C(CNS(=O)(=O)Cc1cccc(Cl)c1)N1CCCCCC1 (stereo not given)	-10
N#C/C(=C\N1CCN(c2ccc(F)cc2)CC1)C(=O)NCc1ccccc1	-5
COc1nn(C)cc1C(=O)NC(C)Cc1ccoc1 (stereo not given)	-6
Cc1onc(-c2ccccc2Cl)c1C(=O)NCCCN1CCOC(c2ccccc2)C1 (stereo not given)	-10
CC(CC(=O)N1CCCC1)=NNC(=O)c1cc2ccccc2cc1O	3
CCn1ncc(C=NNC(=O)c2cc(-c3ccc(C)cc3C)nc3ccccc23)c1C	-18
C=CCn1c(C)c(C)n2c3c(=O)n(CC(N)=O)c(=O)n(C)c3nc12	-8
O=C(NC(C(=O)N1CCN(C(=O)c2ccco2)CC1)S(=O)(=O)c1ccc(F)cc1)c1cccs1 (stereo not given)	10
CCOc1ccc(NC(=O)CSc2nc3c(-c4ccc(C)cc4)csc3c(=O)n2CC)cc1	-2
CN1CCc2c(n(CC(O)Cn3nnc4ccccc43)c3ccccc23)C1=O (stereo not given)	-2
O=C(NCCn1ncc2c(=O)n(Cc3ccccc3F)cnc21)c1ccc(Cl)cc1	5
Cn1cc(S(=O)(=O)N2CCCN(C(=O)c3ccccc3Br)CC2)cn1	-11
COc1nc2ccccc2cc1C(=O)O	-1
O=C(NCc1ccc(F)cc1)N1CCN(C[C@H](O)c2ccco2)CC1	0
O=C(Nc1nnc2n1CCCS2)c1cc(C(F)(F)F)cc(C(F)(F)F)c1	1

Rewritten as labelled records: entries from further up.
O=C(NCCn1ncc2c(=O)n(Cc3ccccc3F)cnc21)c1ccc(Cl)cc1
- PriA SSB inh: 5

Cn1cc(S(=O)(=O)N2CCCN(C(=O)c3ccccc3Br)CC2)cn1
- PriA SSB inh: -11

COc1nc2ccccc2cc1C(=O)O
- PriA SSB inh: -1

O=C(NCc1ccc(F)cc1)N1CCN(C[C@H](O)c2ccco2)CC1
- PriA SSB inh: 0

(more compounds)
SMILES	PriA SSB inh
O=C(CNC(=O)c1cccs1)NN=Cc1ccco1	4
CCOC(=O)C1CCN(C(=O)Cc2cc(=O)oc3cc(C)ccc23)CC1	3
Cc1ccc(NC(=O)NCC#CCOc2ccc3c(c2)OCO3)cc1C	-21
O=C(CS(=O)(=O)c1cn(Cc2ccc(F)cc2)c2ccccc12)N1CCN(c2ccccc2)CC1	-7
Cc1nccn1CC1CCN(C(=O)NC(C)C)CC1	-11
O=C(NN=Cc1ccccn1)c1ccc(NC(=O)c2ccccc2Cl)cc1	13
O=C(CSc1ccc(-c2ccc(-n3ccnc3)cc2)nn1)NCc1ccco1	-2
CCC(=O)NCCCn1nc(-c2ccc(F)cc2)ccc1=O	-2
NS(=O)(=O)c1ccc(NC(=O)CSc2nc(-c3cccc([N+](=O)[O-])c3)cs2)cc1	-7
Cc1ccc(N(CCCCN2C(=O)c3ccccc3C2=O)C(=O)c2ccc(C(C)(C)C)cc2)cc1	3
CC(=O)Nc1nnc(SCC(=O)Nc2ccc(Cl)c(Cl)c2)s1	2
COc1ccccc1NC(=O)C1=C(C)N=C(SCC(=O)Nc2cccc(C(F)(F)F)c2)C(C#N)[C@H]1c1ccccc1 (stereo not given in full)	-7
COc1ccccc1-c1ccc(=O)n(CC(=O)Nc2ccc(S(=O)(=O)Nc3ncccn3)cc2)n1	-10
COC(=O)c1ccc(Nc2nc(N3CCCC3)nc(N3CCCC3)n2)cc1	1
NC(=O)c1ccc(NC(=O)COc2cccc3ccc(N4CCOCC4)nc23)cc1	-16
COc1ccccc1/C=C/C(=O)n1cnc2ccccc21	3
Cc1nc(C)n(C(C)CC(=O)Nc2cc(C)on2)n1 (stereo not given)	-18
Cc1ccc(C(=O)NCCCn2ncccc2=O)cc1C	-3
Cc1cccc(NCC(=O)NN=Cc2c[nH]c3ccccc23)c1	23
O=C(Cn1ccn(-c2ccc3c(c2)OCCO3)c(=O)c1=O)c1ccc(F)cc1	-7
O=C(CN1CCc2nc(NC(=O)c3ccccn3)sc2C1)Nc1ccc(F)cc1F	-10
COc1ccc(Cl)cc1C(=O)N1CCC(N2CCc3sccc3C2)CC1	-22
Cn1cccc(C(=O)NCCn2nc(C(F)(F)F)cc2C2CC2)c1=O	-7
CC(C)(C)NC(=O)N1CCC(CNC(=O)c2cc3ccccc3s2)CC1	-2
CCOC(=O)CCC(=O)N1CCC(c2nnc(C3CC3)o2)CC1	7
COc1ccc2c(c1)c(C(=O)NN=Cc1ccc(O)c(O)c1)c(C)n2C	-4
Cc1ccc(NCc2nnc(-c3ccccc3)o2)cc1F	1
Cc1cc(NC(c2ccc(N(C)C)cc2)c2cc(C(C)(C)C)c(O)c(C(C)(C)C)c2)no1 (stereo not given)	-1
CCOC(=O)c1[nH]c(C)c(C(O)=C2C(=O)C(=O)N(CCN3CCOCC3)C2c2cccs2)c1C (stereo not given)	-8
CCc1cnc2c(c1OC)c(=O)n(Cc1ccccc1)c(=O)n2C	-23
CCOC(=O)CCC(=O)NC1CC(=O)N(C)C1 (stereo not given)	-14
O=C(Cc1c(F)cccc1Cl)NCC1CCN(S(=O)(=O)c2cccnc2)CC1	11
CC(=NO)C(C)(C)Nc1ccc(F)cc1	-6
Cc1cccc(S(=O)(=O)NCCC(=O)N2Cc3cnc(N4CCOCC4)nc3C2)c1	-6
Cc1nc2ccccc2cc1C(=O)NN=Cc1ccco1	-5
CCOc1ccc(C(=O)NCc2cccnc2-c2ccsc2)cn1	-18
COC(=O)c1[nH]c(C)c(C(O)=C2C(=O)C(=O)N(CCN3CCOCC3)C2c2cccnc2)c1C (stereo not given)	-4
O=C(O)COc1ccc(Br)cc1C=NNc1ccccn1	-10
Cc1nc(C)c(C(=O)NCc2cnn3ccccc23)s1	-12
CCOc1ccc(C=NNC(=O)c2cc(-c3cccn3C)n[nH]2)cc1	16
Cc1ccc(C)c(OCC(=O)NN=Cc2ccsc2)c1	-12
COc1ccc(Cn2c(O)c(N=O)c3ccccc32)cc1	8
Cc1c(-c2ccccc2)n[nH]c1C(=O)N/N=C\c1c(Cl)cccc1Cl	12

Grouped by structure, the compounds so far with an aryl methoxy group.
SMILES	PriA SSB inh
COc1ccc(S(=O)(=O)NCc2ccccn2)c2ccccc12	-19
COc1cc(CSCc2csc(NC(=O)c3cccs3)n2)cc(OC)c1	15
COc1cc(OC)c(OC)cc1C=Nn1c(COc2ccccc2)n[nH]c1=S	10
COc1ccc(/C(C)=N/NC(=O)c2cc(C(C)C)[nH]n2)cc1OC	0
C=CCn1c(=NC(=O)CCS(=O)(=O)c2ccccc2)sc2c(OC)ccc(OC)c21	0
COc1ccc(C(=O)NC2CCN(c3cc(C)[nH]n3)CC2)cc1F	5
COc1cccc(N2CC(NC(=O)Nc3ccc(S(=O)(=O)NC(C)=O)cc3)CC2=O)c1 (stereo not given)	-24
COc1ccc(-c2cnc(SCC(=O)Nc3ccc(C(C)=O)cc3)[nH]2)cc1	-10
COc1ccc(OC)c2sc(NC(=O)c3ccc(S(C)(=O)=O)cc3)nc12	-6
COc1nn(C)cc1C(=O)NC(C)Cc1ccoc1 (stereo not given)	-6
COc1nc2ccccc2cc1C(=O)O	-1
COc1ccccc1NC(=O)C1=C(C)N=C(SCC(=O)Nc2cccc(C(F)(F)F)c2)C(C#N)[C@H]1c1ccccc1 (stereo not given in full)	-7
COc1ccccc1-c1ccc(=O)n(CC(=O)Nc2ccc(S(=O)(=O)Nc3ncccn3)cc2)n1	-10
COc1ccccc1/C=C/C(=O)n1cnc2ccccc21	3
COc1ccc(Cl)cc1C(=O)N1CCC(N2CCc3sccc3C2)CC1	-22
COc1ccc2c(c1)c(C(=O)NN=Cc1ccc(O)c(O)c1)c(C)n2C	-4
CCc1cnc2c(c1OC)c(=O)n(Cc1ccccc1)c(=O)n2C	-23
COc1ccc(Cn2c(O)c(N=O)c3ccccc32)cc1	8

Compound activity as filed in PubChem.

The list is partial (hit frequency here may not be typical).
